# Source: PubChem
# m-calpain inh: inhibitors of pig calpain II, primary screen, biochemical, fluorogenic peptide substrate, 1536-well | purified calpain II, 30 min | inhibition, % at 16 µM | actives 0.37% (n = 220,000) | AID 1236, 2008;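 active = inhibition above about 50%, limit read from the data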
# PERK inhibitor: block of dimerizer-induced PERK translation repression, primary screen, PERK inhibitor project, CHO PERK-DD cells, SEAP luminescence, HTS | AID 1416, 2008 | inhibition, % at 5.6 µM | actives 0.17% (n = 220,000) | CHO PERK-DD fusion, SEAP luminescence translation reporter | Eukaryotic translation initiation factor 2-alpha kinase 3 (Homo sapiens), Q9NZJ5;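 active = inhibition above the mean inhibition of all tested compounds plus 3 SD, set separately per screening campaign, cut at about 2.9% in these data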;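 note: PERK kinase domain activated by AP20187 dimerizer at 100 nM; 0% = DMSO with dimerizer and 100% = rapamycin at 8.4 µM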
# KCC2 mod: KCC2 cotransporter modulators, thallium flux, primary screen, cell-based, HEK293 KCC2, FluoZin-2 fluorescence, MLSMR; AID 1456, 2008; KCC2 cells, thallium flux FluoZin-2 fluorescence; actives 2.2% (n = 190,000); Solute carrier family 12 member 5 (Homo sapiens), Q9H2X9; B-score of Tl+ flux slope (higher = more flux/activation; lower = inhibition) at 10 µM;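 active = thallium flux slope and its plate-corrected score both differing from the plate sample mean at a set confidence after two filtering rounds, in either direction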;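 note: slope of fluorescence scaled to starting intensity during 10 to 20 s after thallium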
# zVAD death inh: inhibitors of zVAD-triggered necroptosis, primary screen, L929 cells; L929 zVAD necroptosis rescue, ATP luminescence, 24 h; with zVAD 60 µM; viability rescue, % at 10 µM; actives 0.38% (n = 220,000); AID 1377, 2008;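 active = activation, scaled between plate controls, above about 75%, limit read from the data; inactive = activation under that limit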;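 note: 0% = zVAD with DMSO and 100% = DMSO alone without zVAD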
# eIF4E 4G PPI: eIF4E–eIF4G protein interaction inhibitors, primary screen, biochemical, uHTS, TR-FRET, eIF4GI fragment. inhibition, % at 21.7 µM. AID 782, 2007. actives 0.37% (n = 220,000). TR-FRET eIF4E-eIF4GI(517-606) binding, 2 h. Eukaryotic translation initiation factor 4E (Mus musculus) + Eukaryotic translation …;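 active = inhibition above about 30%, limit read from the data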;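 note: 0% = full FRET control wells and 100% = background wells lacking eIF4GI fragment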
# EBV gp42 inh: Epstein-Barr virus gp42 inhibitors, primary screen, biochemical, uHTS, fluorescence polarization; Glycoprotein 42 (Epstein-Barr virus (strain AG876)), Q1HVG2; Fluorescence polarization binding assay, mP read-out; inhibition, % (tested at 21.74 µM); actives 0.42% (n = 220,000); AID 1085, 2008; in the data active = inhibition above about 50%
# Target sequence (Q1HVG2 whole entry, looked up): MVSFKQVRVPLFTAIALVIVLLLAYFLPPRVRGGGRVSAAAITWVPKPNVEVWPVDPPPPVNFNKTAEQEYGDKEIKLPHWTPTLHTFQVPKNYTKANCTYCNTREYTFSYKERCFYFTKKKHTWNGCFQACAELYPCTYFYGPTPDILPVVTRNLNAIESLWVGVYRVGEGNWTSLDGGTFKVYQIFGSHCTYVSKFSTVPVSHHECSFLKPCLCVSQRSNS
# Mdm2 ligase inh: MDM2-luciferase reporter signal enhancers, primary screen, MDM2 E3 ligase inhibitor project, cell-based, luminescence, 1536-well | actives 0.11% (n = 210,000) | AID 1230, 2008 | signal enhancement, % at 5 µM | cell-based MDM2 ubiquitination luciferase reporter, 2 h; 0 = plate control, 100 = twice control, blank-subtracted | E3 ubiquitin-protein ligase Mdm2 (Homo sapiens), Q00987;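 active = signal enhancement of 30% or more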;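 note: luminescence tracks abundance of the self-degrading MDM2-luciferase fusion protein; higher signal means inhibition of MDM2 E3 ligase activity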
# Target sequence (Q00987 whole entry, looked up, the tested form may be a part): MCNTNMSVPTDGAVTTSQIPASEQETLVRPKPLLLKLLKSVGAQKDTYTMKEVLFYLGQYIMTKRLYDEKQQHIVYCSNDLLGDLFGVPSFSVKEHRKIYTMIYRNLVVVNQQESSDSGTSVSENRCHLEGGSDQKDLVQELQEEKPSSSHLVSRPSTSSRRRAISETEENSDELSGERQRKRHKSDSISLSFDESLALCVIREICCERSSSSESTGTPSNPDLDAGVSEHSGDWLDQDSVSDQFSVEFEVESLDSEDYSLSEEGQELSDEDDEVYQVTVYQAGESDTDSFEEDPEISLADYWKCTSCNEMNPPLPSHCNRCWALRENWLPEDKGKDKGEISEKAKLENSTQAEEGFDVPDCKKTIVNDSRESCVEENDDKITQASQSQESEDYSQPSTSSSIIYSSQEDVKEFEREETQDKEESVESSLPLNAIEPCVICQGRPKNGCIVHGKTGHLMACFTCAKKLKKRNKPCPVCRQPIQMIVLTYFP
#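 Assay system: stable mammalian line carrying autodegrading MDM2–luciferase fusion reporter; amount: 2000 cells seeded into each well; buffer or medium: DMEM; benchmarks: plate control and blank wells; signal: luciferase luminescence; timing: 2 h compound exposure at 37 °C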
# TNF necrop inh: inhibitors of TNF-alpha triggered necroptosis, primary screen, cell-based, Jurkat FADD-/-, single concentration; Jurkat FADD-/- TNF necroptosis rescue, ATP luminescence, 24 h; 0 = TNF only, 100 = no-TNF cells; activation (protection from cell death), % at 10 µM; actives 0.068% (n = 220,000);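 active = activation, meaning protection from cell death, of at least 50% relative to plate controls; inactive = activation below 50%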;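 note: necroptosis triggered by 40 ng/mL TNF-alpha added together with compound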
# Rad51 HR inh: human RAD51 strand exchange inhibitors, primary screen, biochemical, fluorescence. inhibition, % at 10 µM. DNA repair protein RAD51 homolog 1 (Homo sapiens), Q06609. actives 0.085% (n = 200,000). hRad51 DNA strand exchange, fluorescence dequenching;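 active = inhibition above 40% at the single screening dose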;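 note: 0% = DMSO control wells and 100% = blanks with heterologous ssDNA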
# Target sequence (Q06609 whole entry, looked up): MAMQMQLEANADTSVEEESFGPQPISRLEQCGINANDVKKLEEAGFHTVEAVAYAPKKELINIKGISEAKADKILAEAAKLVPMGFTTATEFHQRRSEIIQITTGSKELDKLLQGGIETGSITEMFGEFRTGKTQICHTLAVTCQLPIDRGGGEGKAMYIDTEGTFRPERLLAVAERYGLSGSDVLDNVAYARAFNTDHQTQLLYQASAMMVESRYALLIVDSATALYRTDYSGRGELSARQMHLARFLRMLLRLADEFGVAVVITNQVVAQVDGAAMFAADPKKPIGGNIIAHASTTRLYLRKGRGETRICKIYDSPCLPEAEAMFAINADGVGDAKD
#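 Material: hRad51 filaments on single-stranded DNA; Reagent: Donor/quencher-labelled 47-bp dsDNA substrate; Compound: 10 µM final, single point; Schedule: 37 °C 15-min filament assembly, 30-min compound preincubation, 15-min exchange; Technique: FRET fluorescence, excitation 485 nm, emission 520 nm; Benchmarks: control wells and blank wells on each plate.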
# * marks the source's active call; other numbers are inactive results; . = no result given; [ ] = remark or other dose.
# Values run as follows: m-calpain inh	PERK inhibitor	KCC2 mod	zVAD death inh	eIF4E 4G PPI	EBV gp42 inh	Mdm2 ligase inh	TNF necrop inh	Rad51 HR inh
COc1ccc(C2c3cc(OC)c(OC)cc3CCN2S(C)(=O)=O)cc1OC (stereo unspecified)
  5	0.6	0.0068	-1.0	42*	-1	-87	-0.3	-6
Cc1nc2sc(-c3ccccc3)cc2c(=O)n1/N=C/N(C)C
  -12	0.4	-0.55	-0.4	2	-12	8	-0.9	.
CC1(C)CC(=O)C2=C(C1)N(c1cccc(Cl)c1)C(=O)NC2(C(F)(F)F)C(F)(F)F
  0	-0.1	0.69	0.0	2	-16	-3	0.7	10
Cc1nc(N)sc1N=Nc1c(C)n(C)n(-c2ccccc2)c1=O
  -7	0.8	0.024	0.1	-17	-23	.	-1.8	5
CC(C)CCc1c(O)nc(SCC(C)C)[nH]c1=O
  -20	0.9	-1.4	1.8	0	-12	1	-0.3	1
O=C(O)C1C2C=CC(C2)C1C(=O)NCc1ccco1 (stereo unspecified)
  -2	-0.2	0.19	1.1	5	2	-2	1.1	-8
CCN(C(=O)CSc1cc(-c2ccccc2)c2ccc(OC)cc2n1)C1CCS(=O)(=O)C1 (stereo unspecified)
  -62	-0.6	1.2	-0.2	22	-7	-10	2.8	-2
O=C(C1CCN(S(=O)(=O)c2ccc(Br)s2)CC1)N1CCc2ccccc21
  9	-2.2	-1.9	-1.9	1	-10	-16	-2.0	-1
Cc1ccccc1Cn1nc(C)c(NC(=O)c2cc3n(n2)C(C(F)F)CC(C(F)F)N3)c1C (stereo unspecified)
  -74	-0.4	.	-0.1	3	-19	-5	-1.1	-11
CCc1ccccc1NC(=O)CSc1nnc(Cn2cnc3ccccc32)o1
  -15	1.3	-0.0066	0.7	-1	-23	-1	-1.5	6
CSc1ccc(S(=O)(=O)Nc2ccc3c(c2)NC(=O)CC3)cc1
  -2	0.4	0.59	-0.1	-1	-9	-12	-3.1	-3
O=C(CSc1nnc(NC2CCCCC2)s1)NN1C(=O)NC2(CCCCC2)C1=O
  22	0.4	0.066	-0.5	-5[fluorescence artefact?]	-20	-11	0.7	-5
COc1ccc(CCn2nnnc2CN2CCN(C(=O)c3ccco3)CC2)cc1OC
  -16	-0.2	-0.39	0.2	0	-2	-5	0.2	30
O=C(Nc1ccc(F)cc1)c1nn(-c2ccccc2)c(=O)cc1Cl
  7	0.2	-2.6	18	2	2	-20	-14	-24
COc1ccccc1N1C(=O)C2C3C=CC(C3)C2C1=O (stereo unspecified)
  -1	1.2	.	-0.4	2[fluorescence artefact?]	-17	16	0.4	1

# Not a retest: an excerpt of the list.
# Values run as follows: m-calpain inh	PERK inhibitor	KCC2 mod	zVAD death inh	eIF4E 4G PPI	EBV gp42 inh	Mdm2 ligase inh	TNF necrop inh	Rad51 HR inh
COc1ccc(C2c3cc(OC)c(OC)cc3CCN2S(C)(=O)=O)cc1OC (stereo unspecified)
  5	0.6	0.0068	-1.0	42*	-1	-87	-0.3	-6
Cc1nc2sc(-c3ccccc3)cc2c(=O)n1/N=C/N(C)C
  -12	0.4	-0.55	-0.4	2	-12	8	-0.9	.

# Next section
# Values run as follows: m-calpain inh	PERK inhibitor	KCC2 mod	zVAD death inh	eIF4E 4G PPI	EBV gp42 inh	Mdm2 ligase inh	TNF necrop inh	Rad51 HR inh
CCOc1ccc(N2C(=O)CC(Sc3n[nH]c(-c4ccccc4)n3)C2=O)cc1 (stereo unspecified)
  -11	0.7	-1.2	5.0	2	-19	-8	-0.9	-1
COC(=O)c1c(C)nn(-c2ccc(OC(F)(F)F)cc2)c1-c1snnc1C
  -15	0.3	-1.2	-0.6	-1	-8	-15	-2.7	2
COc1ccc(OC2C(=O)N(c3cc(C)ccc3C)C2c2ccc(OC)c(OC)c2)cc1 (stereo unspecified)
  -1	0.3	0.075	0.4	13[fluorescence artefact?]	-7	17	3.0	9
COc1ccc(CCNC(=O)C(NS(=O)(=O)c2ccc3c(c2)CCN3C(C)=O)C(C)C)cc1OC (stereo unspecified)
  -2	0.9	-1.8	0.3	-2	-1	.	0.5	.
CNc1oc(C)nc1S(=O)(=O)c1ccc(C)cc1
  -44	1.6	.	0.5	-4	-4	-5	0.0	.
CC(C)NC(=O)c1cc(-c2ccco2)nn1-c1ccc(Cl)cc1
  .	0.0	-0.63	-0.4	.	.	-11	-2.8	-3
CC1=C(C(=O)Nc2ccc(Cl)cc2)C(c2ccncc2)C(C#N)=C(SCC(N)=O)N1 (stereo unspecified)
  -25	1.6	-1.4	-0.2	-4	3	-7	5.3	3
CCOc1ccc(CNC(=O)C2CCN(S(=O)(=O)CC)CC2)cc1OC
  4	0.5	0.38	0.7	5	-25	-6	-0.6	-1
CCC(=O)NCCc1c[nH]c2ccccc12
  17	0.0	0.93	0.4	-3	-7	14	-1.6	0
CC1CC(C)CN(c2cc(=O)n(Cc3ccc(F)cc3)c(=O)[nH]2)C1 (stereo unspecified)
  24	-0.9	.	1.1	-3	-11	-38	-0.2	-5
O=C(Cc1ccccc1)Nn1cnc2ccccc21
  16	0.9	0.73	0.2	4[fluorescence artefact?]	7	-23	-4.3	1
Cc1c(C=O)c(Cl)n(C)c(=O)c1C#N
  -6	0.9	-0.038	0.8	2	-4	-16	0.3	-6
Cc1ccc(/C=c2\sc3nc(-c4cccnc4)nn3c2=O)cc1
  -184	1.0	-0.011	-0.6	-22	86*	-2	-3.3	.
Cc1cc(C)cc(N2C(=O)CSC2c2cccs2)c1 (stereo unspecified)
  10	-0.1	0.47	0.1	-4	-24	0	-1.1	6
CCOc1cc(/C=C(\C#N)C(=O)NCC2CCCO2)ccc1O (stereo unspecified)
  3	-0.1	0.5	0.7	-2	-17	-10	2.6	4
CN(c1ccc(C(=O)N2CCN(Cc3ccc4c(c3)OCO4)CC2)cc1)S(=O)(=O)c1ccccc1
  -14	-2.4	.	-0.2	8	-13	.	-6.4	-14
CCCc1[nH]nc2c1C(c1ccsc1)C(C#N)=C(N)O2 (stereo unspecified)
  -1	0.4	-3.1	1.6	-1	8	-11	-5.4	7
CCOC(=O)/C(C#N)=C1\SS/C(=C(/C#N)C(=O)OCC)S1
  -1	1.0	.	3.9	-4	-12	.	-3.7	3
COc1cc(N=c2ssnc2Cl)cc(OC)c1
  -12	-0.1	0.15	0.4	63*	-17	-11	-4.0	5
COc1cc(OC)c(C2N(c3cc(C)on3)C(=O)C3CCCN32)cc1OC (stereo unspecified)
  16	0.5	.	2.9	1	-16	-3	0.8	-6
CCOc1ccccc1NC=C1C(=O)OC(C)(C)OC1=O
  -6	0.0	-1.2	0.7	3[fluorescence artefact?]	3	-12	-2.9	-6
CC(C)Oc1c(Br)cc(Br)cc1/C=N/NC(N)=S
  0	0.2	-0.55	-0.2	16[fluorescence artefact?]	-12	8	-4.0	-28
C/C(=N\NC(=O)CC(C)C)c1ccc(Cl)c(Cl)c1
  -9	0.2	-0.27	0.9	1	-9	5	-2.9	2
CCOc1ccccc1Cn1c(=O)oc2ccc(C)cc21
  29	-0.4	-1.4	-0.3	2	-13	.	-1.3	6
O=C(CN1CCCCCCC1)N/N=C/c1ccc(F)c(F)c1
  14	0.3	0.027	0.9	-2	10	-5	1.2	2
CCC(=O)Nc1cc(C)c(NC(=O)C23CC4CC(CC(C4)C2)C3)cn1
  0	-0.4	-2	0.2	-2	9	-4	20	-6
COc1ccc2nc(NC(=S)N(C)C)sc2c1
  8	-1.3	.	-2.2	41*[fluorescence artefact?]	-15	2	0.4	-3
CCOC(=O)Cn1nnc(-c2cccc(OC)c2)n1
  7	0.5	0.12	-0.1	-23	3	-12	-3.1	3
CCN(CC)C(=O)C12CC3CC(CC(Br)(C3)C1)C2
  -10	0.9	-0.13	1.0	-3	-10	1	0.1	14
C/C(=N\Nc1nc(C)cc(=O)[nH]1)C1CC1
  1	-1.0	0.027	0.1	4	-2	-8	-1.2	3
COc1ccc(-c2nc3ccccc3c(=O)n2CCOc2c(C)cccc2C)cc1
  0	0.3	-0.092	0.9	20	-11	4	0.8	11
COc1ccc(Oc2ncnc3c2ncn3Cc2ccccc2)cc1
  -35	-0.1	-1.7	-0.3	0[fluorescence artefact?]	-10	-18	0.3	5
Cn1c(Cn2nnc3ccccc32)nnc1SCC(=O)c1ccccc1F
  -36	0.2	-0.29	0.4	-12	6	-12	-0.6	3
Cc1c(Br)c([N+](=O)[O-])nn1CC(=O)NCc1ccccc1
  -11	0.2	-1.2	2.3	4	9	-2	2.6	6
COC(=O)c1ccc(/C=C/c2ccc3cccc(OC(C)=O)c3n2)cc1
  -13	1.5	-0.0031	-0.6	1[fluorescence artefact?]	-9	-21	-2.9	-6
CCCCC(=O)Nc1ccnc(-c2cccnc2)n1
  -7	0.3	-0.22	0.8	2[fluorescence artefact?]	2	-6	-2.2	3
Cc1ccc(Oc2ncccc2/C=N/OCc2ccc(Cl)c(Cl)c2)cc1
  -15	1.5	-0.029	-0.2	1[fluorescence artefact?]	-18	-10	-0.8	-7
Cc1ccc(S(=O)(=O)N2CCCCC2)cc1NC(=O)CSc1ccc2c(c1)OCCO2
  0	-0.6	0.33	0.6	-7	-1	-6	-0.8	4
CCOC(=O)c1c(NC(NC(C)=O)C(Cl)(Cl)Cl)sc(C(C)=O)c1C (stereo unspecified)
  9	-1.0	0.7	1.3	5	-11	-18	-8.7	0
O=C(N/N=C/c1c[nH]c2ccccc12)C1CC1c1ccccc1 (stereo unspecified)
  -10	0.0	-1.9	11	0	-2	-5	-0.9	7
Nc1ccc(C2(c3ccc(N)cc3)C(=O)Nc3ccccc32)cc1
  19	1.1	-0.43	-0.2	3	-35	-8	-6.0	1
CC(=O)N(CCCN1CCOCC1)Cc1ccncc1
  -33	0.8	-0.41	0.1	-6	-13	-31	-0.3	0
CC(NS(=O)(=O)c1ccc(CCC(=O)NCc2cccnc2)cc1)c1ccccc1 (stereo unspecified)
  -39	-0.6	-0.67	-1.5	-16[fluorescence artefact?]	0	-1	0.1	-3
NC(=O)c1cccnc1Nc1cccc(F)c1
  -6	1.5	-0.022	0.2	15	-11	0	0.7	7
CN(C)C(=O)CCc1nc2sc3c(c2c(=O)[nH]1)CCCC3
  -46	-0.9	.	-0.3	-17[fluorescence artefact?]	-22	-3	-0.2	.
CC(C)OC(=O)NC(C)(C)COC(=O)Nc1cccc(Cl)c1
  -13	-0.1	-0.15	-0.2	1	0	-1	0.8	0
Fc1ccc(NC(=S)NN=C2CCCCCC2)cc1
  -36	0.6	22*	0.5	-1	-21	-18	-0.4	-3
